Screening data (PubChem)
Rab2A wt mod = changes GTP binding to wildtype dog Rab2A, up or down; 0.19% of 190,000 active; GST-Rab2 wt beads, Bodipy-GTP binding, flow cytometry; GTP binding activity, % at 10 µM; AID 760;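 active = GTP binding activity at least 20 points away from 100%, either lowered or raised; inconclusive = signal likely due to the compound's own green fluorescence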;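 note: 0% = beads with excess unlabeled GTP and 100% = no-compound control corrected for plate trend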
Pf gamet viab = kills late stage P. falciparum gametocytes; P. falciparum stage V gametocytes, ATP luminescence, 24 h; AID 743093; 0.065% of 150,000 active; inhibition, % at 10.9 µM;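 active = inhibition above the mean plus 3 SD of compounds within the control limits, set per campaign, cut at about 38% in these data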;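 note: 0% = DMSO wells and 100% = medium only without gametocytes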
Rac1 mut GTP = human Rac1 activated mutant GTP binding change | AID 764 | 0.11% of 190,000 active | GST-Rac1 activated beads, fluorescent GTP binding, flow cytometry; actives lie on both sides; 100% means binding = to untreated wells | P63000 | percent activity (GTP binding), % at 10 µM;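 active = GTP binding at least 20 percentage points away from the 100% baseline, in either direction, so actives lie on both sides; inconclusive = Compound likely fluorescent itself, or too few beads counted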
Mcl1 Noxa PPI = disrupts binding of human Mcl-1 to Noxa peptide | TR-FRET Mcl-1/Noxa peptide binding, 2 h | 1.5% of 220,000 active | inhibition, % at 21.7 µM;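 active = compounds that cut the protein-peptide binding signal by more than 50% relative to plate controls in a single-dose test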;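 note: His-tagged Mcl-1 with rhodamine Noxa BH3 peptide and terbium anti-His antibody; 0% = Mcl-1 plus Noxa peptide wells and 100% = peptide-only wells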
Target sequence (Q07820 whole entry, looked up): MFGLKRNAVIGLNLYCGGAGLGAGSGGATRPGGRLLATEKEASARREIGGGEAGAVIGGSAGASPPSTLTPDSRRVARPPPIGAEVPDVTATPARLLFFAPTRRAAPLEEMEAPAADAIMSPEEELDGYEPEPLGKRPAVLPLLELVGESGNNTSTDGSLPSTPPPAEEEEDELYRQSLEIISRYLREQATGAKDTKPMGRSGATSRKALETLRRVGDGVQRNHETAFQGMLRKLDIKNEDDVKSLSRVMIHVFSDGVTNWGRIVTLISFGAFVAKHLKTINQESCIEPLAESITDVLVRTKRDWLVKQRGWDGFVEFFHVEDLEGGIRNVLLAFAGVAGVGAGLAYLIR
Cdc42 wt = human Cdc42 wildtype GTP binding change, either direction; percent activity (GTP binding), % at 10 µM; P60953; 0.2% of 190,000 active; GST-Cdc42 beads, Bodipy-GTP binding, flow cytometry; actives lie on both sides; AID 761;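 active = percent activity GTP binding at least 20 points away from the 100% baseline, either down as inhibitor or up as activator; inconclusive = compound flagged as likely green fluorescent from well-wide comparison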;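 note: median bead fluorescence of bound Bodipy-FL-GTP at 100 nM; 0% = excess unlabeled GTP control and 100% = no compound control; below 100% means less GTP binding so inhibitor and above means activator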
Target sequence (P60953 whole entry, looked up): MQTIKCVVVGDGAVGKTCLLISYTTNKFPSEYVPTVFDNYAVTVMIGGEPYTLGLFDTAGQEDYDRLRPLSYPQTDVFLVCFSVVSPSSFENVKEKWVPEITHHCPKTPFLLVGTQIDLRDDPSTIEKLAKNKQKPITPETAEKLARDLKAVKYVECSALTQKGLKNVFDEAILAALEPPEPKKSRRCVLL
Avidin fluor = compound fluoresces at 488/530 nm on avidin beads. compound fluorescence 488/530 nm, flow cytometry; hits give high values. fluorescence (KMESF) at 10 µM. 0.38% of 220,000 active. AID 1775; in the data active = fluorescence above about 47; note: inactives centre near 10
Rab7 wt GTP bind = dog Rab7 wildtype GTP binding, inhibitors and activators; GST-Rab7 beads, fluorescent GTP binding, flow cytometry; actives lie on both sides; untreated = 100%, excess cold GTP = 0%; GTP binding activity (percent of control), % at 10 µM; 0.055% of 190,000 active; AID 758;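 active = fluorescent GTP binding to Rab7 beads changed by at least 20 points from the 100% baseline, either direction, mostly lower; inconclusive = compound itself probably fluorescent, or too few beads counted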;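 note: median green fluorescence of bound Bodipy-FL-GTP per Rab7 bead population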
HRas wt GTP bind = human HRas wildtype GTP binding, change in either direction. GTP binding activity, % at 10 µM. GST-Ras wt beads, Bodipy-FL-GTP binding, flow cytometry; actives lie on both sides. 0.14% of 190,000 active. P01112;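 active = GTP binding activity at least 20% away from the 100% baseline, either lowered as inhibitor or raised as activator; inconclusive = flagged as likely green fluorescent, judged across all proteins in the well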;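 note: 0% = unlabeled GTP competition control and 100% = no-compound control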
Target sequence (P01112 whole entry, looked up): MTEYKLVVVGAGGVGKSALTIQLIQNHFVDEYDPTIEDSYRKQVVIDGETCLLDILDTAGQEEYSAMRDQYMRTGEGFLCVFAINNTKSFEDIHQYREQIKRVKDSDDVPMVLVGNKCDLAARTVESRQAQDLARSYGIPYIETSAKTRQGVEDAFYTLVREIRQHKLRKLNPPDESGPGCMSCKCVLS
ABCG2 block = human ABCG2 inhibition, ABCB1 as counter-screen. IgMXP3 cells, JC-1 efflux, flow cytometry. inhibition, % at 6.6 µM. 0.1% of 190,000 active. AID 1325;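 active = inhibition above 80%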;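 note: 0% = DMSO and 100% = nicardipine control wells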
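test system = two drug-resistant human cell lines, ABCG2 and ABCB1 | amount = 3 million cells/mL final, two lines in 1:1 ratio | reagent = JC-1 transporter substrate | doses = one concentration, 6.6 µM final | incubation = 10 min at 25 °C | signal = flow cytometric JC-1 green MFI at 530 nm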
Rac1 wt GTP bind = modulators of human Rac1 wildtype GTP binding; GST-Rac1 beads, fluorescent GTP binding, flow cytometry; actives lie on both sides; 0 = cold GTP competed, 100 = untreated; AID 757; 0.27% of 190,000 active; GTP binding activity (% of control), % at 10 µM;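 active = GTP binding activity at least 20 points away from the 100% control level, either lower or higher; inconclusive = compound flagged as likely green fluorescent, judged across all proteins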
ABCB1 block = blocks JC-1 efflux by human ABCB1 transporter; inhibition, % at 6.6 µM; AID 1326; 0.067% of 190,000 active; CCRF-Adr cells, flow cytometry; P08183; in the data active = inhibition above about 40%;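 note: 0% = vehicle and 100% = reference inhibitor; higher value means more JC-1 retained so stronger ABCB1 efflux block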
Numbers without * were called inactive; u = inconclusive; x = not tested or not shown. Compounds were not picked by outcome (roughly 2.3% active in at least one column).

SMILES	Rab2A wt mod	Pf gamet viab	Rac1 mut GTP	Mcl1 Noxa PPI	Cdc42 wt	Avidin fluor	Rab7 wt GTP bind	HRas wt GTP bind	ABCG2 block	Rac1 wt GTP bind	ABCB1 block
N#C/C(C(=O)N1CCOCC1)=c1/s/c(=C\c2ccccn2)c(=O)n1-c1ccccc1	100.0	17.9	94.0	7.6	95.0	9	105.0	97.0	1.1	95.0	0.8
O=C(NC1CC2CCCC(C1)N2Cc1cccs1)N1CCOCC1 (centres undefined)	97.0	-20.4	96.0	-9.7	97.0	18	98.0	98.0	-1.3	96.0	-0.4
CC(=O)Nc1ccc(OCC(=O)c2ccc(C)cc2C)cc1	103.0	x	101.0	3.9	105.0	41	102.0	103.0	5.8	104.0	1.0
CCCCc1c(C(=O)O)cc(OC)cc1C(=O)O	93.0	x	97.0	37.8	100.0	6	95.0	98.0	0.8	102.0	0.4
O=C(CN1C(=O)NC2(CCCCC2)C1=O)NCCC1=CCCCC1	103.0	6.3	99.0	-3.0	103.0	22	103.0	102.0	0.6	108.0	0.0
O=C(C[n+]1cccc(NC(=O)c2ccccc2)c1)c1cccc([N+](=O)[O-])c1	102.0	1.0	96.0	-2.5	97.0	19	108.0	103.0	0.0	100.0	-0.4
CCOC(=O)Cc1c(C)nc(-c2ccccc2)[nH]c1=O	97.0	7.5	97.0	5.7	101.0	6	98.0	98.0	-0.1	99.0	-0.1
Cc1cc(C(F)(F)F)nn1CCCNC(=O)c1cnccn1	97.0	x	95.0	-2.9	100.0	9	97.0	99.0	4.9	97.0	1.4
C#Cc1ccc([C@@H]2C=C(C(=O)O)O[C@H](OCc3ccc(CO)cc3)C2)cc1	92.0	1.0	93.0	8.5	94.0	7	94.0	93.0	3.1	96.0	0.3
CC(=O)C1=C(O)CC(C)(C)CC1=NCCc1nc2ccccc2[nH]1	102.0	7.5	98.0	37.9	103.0	14	105.0	100.0	0.7	103.0	-0.1
c1nc(COc2nsnc2N2CCOCC2)cs1	101.0	x	100.0	-9.3	101.0	13	99.0	100.0	13.1	105.0	-0.2
CC(C)c1ccc(NC(=O)CCN2C(=O)c3ccc([N+](=O)[O-])cc3C2=O)cc1	91.0	8.3	92.0	x	96.0	8	95.0	94.0	1.1	92.0	0.5

Continued, starting with the last 3 of the part before.
SMILES	Rab2A wt mod	Pf gamet viab	Rac1 mut GTP	Mcl1 Noxa PPI	Cdc42 wt	Avidin fluor	Rab7 wt GTP bind	HRas wt GTP bind	ABCG2 block	Rac1 wt GTP bind	ABCB1 block
CC(=O)C1=C(O)CC(C)(C)CC1=NCCc1nc2ccccc2[nH]1	102.0	7.5	98.0	37.9	103.0	14	105.0	100.0	0.7	103.0	-0.1
c1nc(COc2nsnc2N2CCOCC2)cs1	101.0	x	100.0	-9.3	101.0	13	99.0	100.0	13.1	105.0	-0.2
CC(C)c1ccc(NC(=O)CCN2C(=O)c3ccc([N+](=O)[O-])cc3C2=O)cc1	91.0	8.3	92.0	x	96.0	8	95.0	94.0	1.1	92.0	0.5
CCOC(=O)/C(C#N)=C1/SC(C)C(=O)N1c1ccc(Br)cc1 (centres undefined)	100.0	x	97.0	-1.0	100.0	28	99.0	98.0	-0.2	100.0	-0.1
O=C(COc1ccc(Cl)cc1)Nc1ncccn1	103.0	x	98.0	-2.6	104.0	18	100.0	99.0	8.6	103.0	0.3
Cc1nc2ccccc2c(=O)n1NS(C)(=O)=O	100.0	-18.4	99.0	10.2	102.0	9	96.0	98.0	-7.7	103.0	-1.3
COc1ccc(C(=O)NC2CCSC2=O)cc1 (centres undefined)	101.0	x	102.0	-5.8	103.0	20	100.0	102.0	1.9	106.0	1.1
CCCCCCN1C2=NCCN2c2ccccc21	98.0	7.6	99.0	4.6	101.0	33	99.0	100.0	0.5	106.0	-0.1
CN1N=C(C(=O)N2CCc3c([nH]c4ccccc34)C2c2ccccc2Cl)CCC1=O (centres undefined)	101.0	9.5	95.0	6.9	96.0	2	109.0	100.0	19.6	97.0	4.2
Cc1cc(C)c2nc(N3CCCC(C(=O)NCCN4CCOCC4)C3)sc2c1 (centres undefined)	103.0	-16.5	100.0	11.7	101.0	8	104.0	102.0	17.7	103.0	0.2
CCOC(=O)c1sc(N)c(C(=O)OCC)c1COC(=O)C1CC(=O)N(Cc2ccco2)C1 (centres undefined)	99.0	20.1	97.0	2.0	99.0	5	100.0	100.0	-1.0	100.0	-2.3
CCCC1CCc2c(sc(N)c2C(N)=O)C1 (centres undefined)	96.0	11.7	94.0	5.7	96.0	6	98.0	97.0	3.1	99.0	0.6
c1ccc(CC2CCN(C(c3cccs3)c3nnnn3C3CCCC3)CC2)cc1 (centres undefined)	103.0	x	100.0	2.9	104.0	15	103.0	103.0	3.0	109.0	1.6
CCOC(=O)N/N=C\c1ccc(OC(=O)c2ccc3c(c2)OCO3)cc1	94.0	0.4	97.0	18.1	90.0	30	92.0	96.0	3.5	108.0	0.6
O=S(=O)(c1cc(F)cc(F)c1)N1CCN(c2ncccn2)CC1	97.0	x	96.0	20.3	98.0	9	98.0	98.0	3.3	101.0	0.6
CCOC(=O)CNC(=O)Nc1cccc(Cl)c1C	101.0	x	96.0	6.6	98.0	12	104.0	104.0	1.2	101.0	-0.3
CC(C)CN(C(=O)CN1CCN(c2ccccc2O)CC1)c1c(N)n(CC(C)C)c(=O)[nH]c1=O	96.0	x	100.0	14.7	99.0	2	100.0	99.0	3.2	109.0	0.3
CC(=O)c1cc2c(cc1NS(=O)(=O)c1ccc(C)cc1)OCO2	102.0	x	96.0	12.7	105.0	19	102.0	102.0	3.0	102.0	0.9
O=C(CN1C2CCC1CC(NC(=O)Nc1ccccc1)C2)NCc1ccco1 (centres undefined)	99.0	x	98.0	22.5	102.0	37	99.0	99.0	2.1	99.0	0.6
Cc1ccccc1NC(=S)N(CCN1CCCCC1)Cc1ccco1	96.0	4.2	97.0	13.0	96.0	12	94.0	94.0	1.2	99.0	0.9
C=CCNC(=O)COC(=O)COc1ccc(Cl)cc1	98.0	x	96.0	18.0	98.0	9	98.0	96.0	11.9	103.0	-1.1
COc1ccc(C(=O)NC(=S)Nc2cccc(Cl)c2N2CCOCC2)cc1[N+](=O)[O-]	105.0	x	102.0	12.7	107.0	13	97.0	105.0	6.9	104.0	2.2
CCCCSc1n[nH]c(N)n1	97.0	-4.4	98.0	8.7	95.0	12	101.0	98.0	1.1	99.0	0.1
CCN=C(NCC)SC1CC(=O)N(c2cccc(OCC)c2)C1=O (centres undefined)	96.0	x	96.0	10.9	98.0	27	94.0	100.0	1.8	97.0	0.2
COc1ccc(NC(=O)C2CC(=O)N(Cc3ccc(C)cc3)C2)cc1S(=O)(=O)N1CCCCC1 (centres undefined)	97.0	19.1	95.0	13.3	99.0	2	97.0	96.0	4.0	100.0	-0.1
COc1ccccc1NC(=O)N1CCCC1C(=O)Nc1ccc(NC(C)=O)cc1 (centres undefined)	93.0	x	95.0	0.4	94.0	6	95.0	96.0	-0.2	97.0	-0.2
O=C(NNc1ccccc1Cl)C(O)(c1cccc(C(F)(F)F)c1)c1cccc(C(F)(F)F)c1	98.0	-2.0	99.0	7.4	103.0	5	98.0	99.0	2.3	103.0	1.7
CCOC(=O)c1c(C)c(C(=O)NCCCOC)c(C)n1C	99.0	-15.4	97.0	5.2	102.0	31	98.0	99.0	4.7	97.0	0.2
COc1ccc(N(CC(=O)Nc2ccc(F)c(Cl)c2)S(=O)(=O)c2c(C)noc2C)cc1	101.0	-29.1	96.0	21.1	99.0	11	103.0	98.0	6.9	93.0	0.4
CC1=NN(C(=O)Cc2ccccc2)C(O)(c2ccccc2)C1 (centres undefined)	96.0	9.9	97.0	11.3	91.0	10	92.0	95.0	6.6	88.0	1.1
Cc1noc(C)c1S(=O)(=O)N(CC(=O)NCc1ccc2c(c1)OCO2)c1ccc(C(C)C)cc1	104.0	x	101.0	-0.1	102.0	7	103.0	103.0	4.0	105.0	1.6
O=C(CN1CCOCC1)Nc1ccccc1NC(=O)C1CCN(c2ncccn2)CC1	u	x	u	-8.6	u	17	u	u	0.8	u	0.3
O=C(CCn1c2c(c3ccccc31)CCCC2)NNC(=O)c1ccccc1Cl	102.0	x	97.0	11.9	99.0	5	97.0	100.0	12.2	100.0	0.5
CCC(Sc1nc2cc(OC)c(OC)cc2c(=O)n1CCc1ccc(S(N)(=O)=O)cc1)C(=O)NCCOC (centres undefined)	101.0	5.3	98.0	11.4	100.0	11	102.0	102.0	1.6	100.0	0.7
CCCC(C)NC(=O)/C=C/c1cccc([N+](=O)[O-])c1 (centres undefined)	97.0	-23.1	92.0	8.1	97.0	14	99.0	98.0	9.5	91.0	0.8
O=C(Nc1nccs1)c1cc(-c2ccncc2)nc2ccccc12	89.0	-2.1	92.0	29.1	93.0	23	93.0	89.0	2.2	87.0	0.5
CCc1cccc(NC(=O)NC(=O)Cn2nnc(C(=O)OC)c2C(=O)OC)c1	99.0	-9.4	99.0	10.8	101.0	11	104.0	100.0	11.2	102.0	0.8
COC(=O)[C@H](C)NC(=O)Nc1ccccc1C(F)(F)F	103.0	7.8	100.0	1.1	105.0	9	108.0	105.0	1.4	111.0	0.2
Cc1noc(NS(=O)(=O)c2ccc(N/C=C\C(=O)c3cccc4ccccc34)cc2)c1C	90.0	x	86.0	26.0	85.0	4	95.0	87.0	-3.8	87.0	-1.1
CC(C)(C)S(=O)(=O)c1ccc(S(=O)(=O)C(C)(C)C)s1	96.0	x	95.0	-5.4	101.0	23	96.0	99.0	-0.4	103.0	-0.1
Cc1cccc(C)c1NC(=O)Nc1ccc2c(c1)OCO2	99.0	-12.7	97.0	17.9	100.0	11	96.0	98.0	0.9	101.0	0.2
COc1ccc2nc(NC(=O)c3ccc(-c4cccc([N+](=O)[O-])c4)o3)sc2c1	93.0	x	93.0	62.0*	95.0	16	96.0	93.0	-7.0	96.0	-1.9
Cc1ccccc1Nc1nc(N)nc(COC(=O)c2ccc(O)cc2)n1	100.0	-15.5	100.0	22.0	101.0	11	100.0	100.0	19.6	104.0	0.3
Cc1cccc(NC(=S)N(Cc2ccc(Cl)cc2)Cc2ccc(C(=O)O)cc2)c1	94.0	-11.7	96.0	10.4	99.0	7	102.0	99.0	1.8	105.0	0.3
